RECQ1 helicase: blocks DNA unwinding by human RECQ1 | P46063 | RECQ1 DNA unwinding, red fluorescence kinetic read | Potency, µM (highest dose often 57.3 µM), for inactives: at the top dose activity, negative = inhibition, actives largely listed as inhibitors | actives 0.54% (n = 240,000) | AID 2549;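 also: plate controls were vehicle for no effect and no enzyme for full effect; nearly all actives have a fitted effect of over 30% in size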
Target sequence (P46063 whole entry, looked up): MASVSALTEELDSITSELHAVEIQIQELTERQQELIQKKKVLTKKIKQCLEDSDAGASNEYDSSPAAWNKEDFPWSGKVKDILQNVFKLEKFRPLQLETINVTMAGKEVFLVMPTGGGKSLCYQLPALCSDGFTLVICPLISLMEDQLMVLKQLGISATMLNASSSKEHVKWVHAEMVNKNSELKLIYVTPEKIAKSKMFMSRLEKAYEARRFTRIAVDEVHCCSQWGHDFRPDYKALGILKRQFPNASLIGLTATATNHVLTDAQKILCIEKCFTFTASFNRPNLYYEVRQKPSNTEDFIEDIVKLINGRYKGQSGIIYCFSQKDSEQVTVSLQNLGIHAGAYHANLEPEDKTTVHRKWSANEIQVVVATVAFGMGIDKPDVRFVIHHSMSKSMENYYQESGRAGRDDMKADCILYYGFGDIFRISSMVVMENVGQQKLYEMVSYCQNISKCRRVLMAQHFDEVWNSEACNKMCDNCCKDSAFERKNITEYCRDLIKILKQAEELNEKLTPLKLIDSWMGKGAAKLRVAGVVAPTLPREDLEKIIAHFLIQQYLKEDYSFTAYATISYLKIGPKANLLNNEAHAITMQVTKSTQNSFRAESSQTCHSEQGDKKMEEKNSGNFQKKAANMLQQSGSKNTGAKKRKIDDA
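RECQ1T1 50 nM; forked duplex (20 bp + 30-nt ss tails) 200 nM, ATP 2 mM final; pH 8.0, 2 mM MgCl2, 2.5 ug/ml poly(dI-dC); 15 min compound preincubation; discontinuous kinetic read over 2 h at RT.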
GoLoco inh red: blocks human Gai1 binding to RGS12 GoLoco peptide, red readout | Gai1:RGS12 GoLoco peptide FP, rhodamine, 10 min | Potency, µM (highest dose often 61.6 µM), for the others: top-dose activity, negative = inhibition, actives largely listed as inhibitors | actives 0.44% (n = 230,000); active = well fitted inhibition curve with a large enough effect, not every such curve was filed as active; inactive = no such curve, though single readings can be large or run the other way; also: % is scaled to controls: 0 for no effect and ±100 for the full control effect; nearly all actives have a fitted effect of over 30% in size; many of its hits are not listed in these tables
Epigenetic derep: derepresses silenced GFP reporter in murine cells. murine LDR cells, GFP reporter derepression, 30 h. Potency, µM (highest dose often 53.9 µM), for inactives: at the top dose GFP activation, most hits filed as activators. actives 0.2% (n = 280,000); also: % of control where 0% means no effect; nearly all actives have a fitted effect of over 60% in size
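Murine LDR cells carrying a silenced, genomically integrated CMV-driven GFP reporter were exposed to compound for 30 hours at 37 C. After PBS washes, GFP-positive cells (20–120 um objects) were counted by laser-scanning microplate cytometry.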
NPSR antag: antagonists of human neuropeptide S receptor cAMP signaling; CHO-NPSR cells, cAMP TR-FRET, antagonist mode; Potency, µM (titrated, usually from 38.3 µM), inactives show at the highest dose activity change, negative = inhibition, most hits filed as inhibitors; actives 1% (n = 220,000); AID 1461; also: % is scaled to controls: 0 for no effect and ±100 for the full control effect; nearly all actives have a fitted effect of over 50% in size; many of its hits are not listed in these tables
Target sequence (Q6W5P4 whole entry, looked up): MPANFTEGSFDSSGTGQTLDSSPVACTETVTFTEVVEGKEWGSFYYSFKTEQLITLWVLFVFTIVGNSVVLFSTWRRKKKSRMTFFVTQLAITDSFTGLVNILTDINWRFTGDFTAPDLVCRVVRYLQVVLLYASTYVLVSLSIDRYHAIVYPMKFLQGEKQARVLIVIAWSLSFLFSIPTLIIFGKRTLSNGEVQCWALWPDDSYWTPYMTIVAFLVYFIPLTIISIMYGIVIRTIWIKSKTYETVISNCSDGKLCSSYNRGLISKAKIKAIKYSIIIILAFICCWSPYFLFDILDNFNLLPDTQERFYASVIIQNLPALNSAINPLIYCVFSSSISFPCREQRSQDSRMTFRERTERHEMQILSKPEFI
IMPase Li cell: cell-permeable IMPase inhibitors with lithium potentiation. AID 1457. Potency, µM (doses to about 59.4 µM), for the others: at the highest dose activity, negative = IMPase inhibition, usual class: inhibitors. CHO-M1 cells, IP1 TR-FRET (IP-One), carbachol + lithium. actives 0.35% (n = 210,000);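 also: IP1 builds up when IMPase is blocked and the TR-FRET signal falls; plate controls were basal vehicle for no effect and high inhibitor control for full effect; nearly all actives have a fitted effect of over 50% in size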
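CHO cells stably expressing M1 receptor (2000/well, cultured 16–30 h) treated 30 min at 37C with compound plus low lithium. Cytosolic IP1 by TR-FRET (665/620 ratio and 620 channel) after 10 min lysis; AC50 by Hill fit.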
Luc counter: counter-screen: inhibitors of Kinase-Glo firefly luciferase. Q27757. Kinase-Glo luciferase, ATP luminescence, 8 min. Potency, µM (top dose mostly 38.3 µM), without a hit: top-dose activity change, negative = inhibition, most hits filed as inhibitors. actives 0.28% (n = 200,000). AID 1379; also: % is scaled to controls: 0 for no effect and ±100 for the full control effect; nearly all actives have a fitted effect of over 60% in size
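Substrate mix (final 50 mM imidazole pH 7.2, 50 mM KCl, 7 mM MgCl2, 10 uM ATP, 0.01% Tween 20, 0.05% BSA) plus pin-tool compound, then Kinase-Glo detection mix; 8 min ambient, luminescence read.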
SMN2 splice enh: SMN2 splice variant enhancement; HEK293 SMN2-luciferase splicing reporter, luminescence, 30-36 h; Potency, µM (top dose mostly 46.1 µM), for the others: at the highest dose activity change, positive = activation, most hits filed as activators; actives 2.8% (n = 210,000); AID 1458; also: % of control where 0% means no effect; nearly all actives have a fitted effect of over 55% in size
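qHTS luciferase splicing reporter: luminescence rises when SMN2 exon 7 is included in transfected HEK293 cells. Compound exposure lasted 30-36 h at 37C, with 4.5 mM final sodium butyrate as control, followed by a ONE-Glo read.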
KDM4E inh: JMJD2E (human) inhibition; B2RXH2; JMJD2E catalytic domain, FDH-coupled NADH fluorescence (FDH is formaldehyde dehydrogenase); Potency, µM (doses to about 57.1 µM), for inactives: top-dose activity change, negative = inhibition, actives largely listed as inhibitors; actives 1.6% (n = 230,000); AID 2147; active = well fitted inhibition curve with a large enough effect, not every such curve was filed as active; inconclusive = small, poorly fitted or top-dose-only effect, or another doubt; inactive = no such curve, though single readings can be large or run the other way;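 also: 0% = wells with enzyme and -100% = buffer wells without enzyme; nearly all actives have a fitted effect of over 50% in size; many of its hits are not listed in these tables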
The depositor's hits bear a star; i = inactive; ? = inconclusive; . = not tested or not shown; & = joins results of further samples; [ ] = dose if it differs, or a comment. Unless noted, calls follow the shape of the dose curve; as a rule, active = well fitted curve in the direction sought with a large enough effect; inconclusive = small, poorly fitted or top-dose-only effect, or another doubt; inactive = no such curve, though single readings can be large; an effect the other way counts as inactive or inconclusive. Potency is read from the fitted curve at half-maximal effect. This is a subset; count on the stated rates, not on these rows.

SMILES	RECQ1 helicase	GoLoco inh red	Epigenetic derep	NPSR antag	IMPase Li cell	Luc counter	SMN2 splice enh	KDM4E inh
CC(=O)c1ccc(NC(=S)NCC(c2ccco2)N2CCCC2)cc1 (stereo not given)	-5%	5%	5.3%	-8%	-3%	-2%	25%	3%
CCOC(=O)CN1CC23C=CC(O2)C(C(=O)O)C3C1=O (stereo not given)	-3%	0%	-4.6%	0%[46.1 µM]	-12%[38.3 µM]	-1%	6%	-4%
Cc1ccc(Nc2ncnc3sc(C)c(C)c23)cc1C	-1%	8%	-8.4%	?	?	-3%	?	2%
Cc1ccccc1OCC(=O)NCC1CCCO1 (stereo not given)	-14%	-8%	-0.8%	4%[46.1 µM]	9%[38.3 µM]	-3%	-5%	3%
O=C1CSC(=Nc2ccccc2)N1	0%	1%	0.0%	-3%[46.1 µM]	-8%[38.3 µM]	-1%	-10%	-1%
CCCc1cc(NCc2ccccn2)n2nc(C)c(-c3ccccc3)c2n1	-10%	11%	?	?	.	.	.	?
CCOc1ccccc1NC(=O)CSc1nnc(-c2cnccn2)n1C	-9%	7%	-1.4%	-5%[46.1 µM]	-4%[38.3 µM]	-5%	1%	-7%
CCCCOc1ccc(/C=C/C(=O)OCC(=O)N2CC(=O)Nc3ccccc32)cc1OCC	9%	1%	0.0%	-14%	-6%	2%	-61%[inhibitor]	8%
COc1ccc(-c2cc(C(=O)N3CCN(C(c4ccccc4)c4ccccc4)CC3)no2)cc1	-2%	-13%	-1.2%	-26%[46.1 µM]	12%[38.3 µM]	-2%	-30%[inhibitor]	10%
CCOC(=O)Cc1csc(NC(=O)CCSc2ccccc2)n1	-6%	0%	-0.4%	-13%	22%	-3%	3%	-8%
Cc1ccc(O)c(/C=N/NC(=O)c2[nH]ncc2Br)c1	-9%	15%	0.9%	-14%	-3%	?	0%[1.84 µM]	3.2µM*
Cc1c(C(N)=O)sc2ncn(CC(=O)NCCc3ccccc3)c(=O)c12	-2%	8%	-3.1%	-2%	2%	0%	.	-8%
COc1cccc(/C=N/NC(=O)c2ccccc2)c1OS(=O)(=O)c1ccccc1	-2%	-71%	0.0%	-2%	1%	2%	5%	5%
O=C(Cc1ccccc1)N1CCNCC1	-1%	2%	-1.2%	7%	25%	0%	12%	0%
O=C1NC(=S)N/C1=C/c1cc([N+](=O)[O-])ccc1O	-7%	55%[activator]	-1.0%	-12%[46.1 µM]	4%[38.3 µM]	-5%	-1%	7%
C(=N\n1cnnc1)/C1CCCCC1	i	.	0.1%	9%[46.1 µM]	.	.	.	-1%
COc1ccc(CC(=O)NCC(=O)N/N=C/c2cc(Br)ccc2OC)cc1	19%	9%	3.0%	-26%	.	.	.	?
C/C(=N\NC(=O)c1ccc(CSc2nncn2C)cc1)c1ccc(C#N)cc1	-10%	-2%	0.0%	11%	-2%	1%	13%	6%
O=C(CCCN1C(=O)/C(=C/c2ccccc2Cl)SC1=S)NNC(=O)c1ccncc1	10%	6%	-1.9%	-13%	.	.	.	9%
Cc1ccsc1CNC1C2CC3CC(C2)CC1C3 (stereo not given)	i	11%	-1.6%	-8%	22%	0%	.	-2%
COc1ccc(NC(=O)N2CCN(S(C)(=O)=O)CC2)cc1	i	5%	-0.1%	5%	3%	2%	4%	4%
Cc1ccnc(NC(=O)c2ccco2)n1	i	-2%	0.0%	15%	9%	-2%	20%	-3%
Cc1nc2ccc(S(=O)(=O)NCC(=O)N3CCC(N4CCCCC4)CC3)cc2s1	-2%	6%	-0.3%	8%[46.1 µM]	7%[38.3 µM]	-1%	-15%	-1%
COC(=O)c1cc(=O)n(Cc2cccs2)c(=Nc2ccc(F)cc2)s1	?	-1%	?	?	15%	.	.	13%
COCCCN=C(c1ccco1)n1c(=S)nc(-c2ccco2)n(CCCOC)c1=S	-27%	16%	1.0%	?	18%[38.3 µM]	-4%	-2%	?
Cc1ccc(/C(N)=N/OC(=O)c2ccc3c(c2)OCO3)cc1	-11%	6%	-1.9%	13%	-2%	-15%	13µM*	-2%
CC/C(=N\NC(=O)c1csc(C)c1C)c1cccs1	i	-2%	-1.0%	-9%[46.1 µM]	-4%[38.3 µM]	-6%	14µM*	3%
Cc1nnc(SCC(=O)Nc2nc(C(C)(C)C)cs2)s1	-6%	6%	4.9%	-4%[46.1 µM]	24%[38.3 µM]	7%	-16%	9%
CC(C)Cc1nc2n[nH]c(N)c2c2c1CCCC2	-10%	3%	-2.9%	-8%[46.1 µM]	-13%[38.3 µM]	17%	-33%[inhibitor]	-3%
CC(C)C[C@H](NC(=O)c1[nH]cnc1C(=O)Nc1ccc(CNC(=O)OC(C)(C)C)cc1)C(=O)OCc1ccccc1	8%	3%	-0.9%	?	.	.	.	32µM*
O=C(CCCO)N/N=C/c1ccccc1[N+](=O)[O-]	4%	2%	0.1%	7%	7%	-7%	4%	?
Cc1ccc(-c2ccc(CCC(=O)O)n2-c2ccc(O)cc2)cc1	-9%	-1%	-1.1%	-10%[46.1 µM]	-1%[38.3 µM]	4%	-6%	?
COc1ccc(CNC(=O)c2cnn3c(C(F)F)cc(C)nc23)cc1	-5%	-5%	-2.0%	-8%[46.1 µM]	-1%	4%	13%	-10%
CCC1(CC)C(=O)N(C)C(=O)NC1=Nc1ccccc1	3%	4%	-0.7%	-2%[46.1 µM]	0%[38.3 µM]	1%	5%	9%
Cn1c(=O)[nH]c(=O)c2c1nc(N1CCCCCC1)n2CCCSc1nc2ccccc2o1	i	4%	-1.1%	?	42%[38.3 µM]	1%	.	8%
Cc1cc(Br)ccc1-n1[nH]c(C)c(C=Nc2cccc3nsnc23)c1=O	i	16%	0.2%	-46%	-4%	0%	10%	-15%
Cc1cc(C)c(S(=O)(=O)NCCc2ccccc2)c(C)c1	i	21%	0.2%	-9%	27%	-5%	-1%	-23%
O=C(CN1CCN(c2ncccn2)CC1)Nc1ccccc1C(F)(F)F	14%	95%[activator]	-6.4%	-2%	15%	2%	-27%	-2%
CCOC(=O)c1c(NC(=O)CSc2nnc(CNc3ccc(F)cc3)o2)sc(C)c1C	-8%	8%	-2.2%	?	16%[38.3 µM]	1%	-4%	-1%
Cc1cc(C)nc(Sc2ncnc(N)c2[N+](=O)[O-])n1	-4%	5%	3.5%	-19%	2%	-2%	12%	1%
CCCCC1C2C(=O)N(c3ccc(C)cc3)C(=O)C2ON1c1ccccc1 (stereo not given)	-1%	6%	1.1%	-7%	.	.	.	1%
CCOC(=O)Cn1c(=O)oc2cc(S(=O)(=O)N3CCCC(C(=O)OCC)C3)ccc21 (stereo not given)	-7%	18%	1.7%	-10%[46.1 µM]	-1%[38.3 µM]	0%	-15%	8%
COC(=O)c1ccc(-c2noc(CN(C)CC3CCCCO3)n2)cc1 (stereo not given)	i	3%	-4.9%	9%	9%	2%	10µM*	-2%
N/C(=N\OC(=O)COc1ccc(Cl)cc1Cl)c1ccncc1	-8%	5%	-5.7%	5%	12%	-3%	.	4%
COc1ccc(CN2C(=O)NC3(CCCCC3)C2=O)cc1F	-5%	-8%	1.0%	-15%[46.1 µM]	11%[38.3 µM]	19%	-5%	-2%
CCOC(=O)C1=C(C)NC(=O)NC1	-13%	5%	-1.1%	10%[46.1 µM]	-4%[38.3 µM]	-6%	12%	-2%
CCCCn1c(CCC(=O)O)nc2cc(S(=O)(=O)N(C)C)ccc21	i	6%	0.6%	4%	-5%	1%	12%	-6%
Cc1ccc(C(=O)N2CCSCC2)cc1	i	5%	0.8%	-3%[46.1 µM]	29%[38.3 µM]	-1%	-3%	4%
CCOc1ccccc1NC(=O)CN1C(=O)CSC(C)C1=O (stereo not given)	0%	0%	1.3%	18%	-8%	-1%	-3%	0%
COc1ccc(N2CCN(C(c3cc(OC)ccc3OC)c3nnnn3Cc3ccco3)CC2)cc1 (stereo not given)	-13%	2%	0.0%	-24%[46.1 µM]	29%[38.3 µM]	0%	-1%	-6%
CC(C)(C)OC(=O)NCCCCC1=CC2=CC(=O)C(C)(OC(=O)c3cccs3)C(=O)C2=CO1 (stereo not given)	i	31%[activator]	-0.3%	.	18%	-1%	17%	-11%
COc1cccc2c(=O)cc(C)n(CC(=O)Nc3cccc(C)c3)c12	-7%	2%	2.1%	14%	5%	0%	-59%[inhibitor]	?
O=c1cnnc(NCc2ccccc2)[nH]1	-12%	-11%	0.0%	-13%[46.1 µM]	7%[38.3 µM]	2%	9%	-6%
O/N=C1/CCCSc2ccccc21	-1%	0%	1.8%	0%[46.1 µM]	-12%[38.3 µM]	-4%	-6%	-2%
Fc1ccccc1-c1n[nH]c(=S)n1/N=C/c1c[nH]c2ccccc12	-4%	-3%	-0.1%	-18%	.	.	.	10%
O=C(NCc1ccccc1)C1CCN(S(=O)(=O)N2CCCCCC2)CC1	-4%	4%	-1.0%	-9%[46.1 µM]	2%	2%	-11%	3%
OCC1(CCCc2ccccc2)CCN(Cc2cnc(N3CCOCC3)s2)CC1	-1%	3%	1.5%	9%	.	.	.	-3%
Cc1ccc(NC(=O)Cn2c(=O)n(Cc3ccco3)c(=O)c3ccccc32)c(C)c1	0%	10%	0.2%&-4.1%	-13%[46.1 µM]	28%[38.3 µM]	1%	?	-1%

In another format: entries from further up.
> CCOC(=O)Cn1c(=O)oc2cc(S(=O)(=O)N3CCCC(C(=O)OCC)C3)ccc21 (stereo not given)
  RECQ1 helicase: -7%; GoLoco inh red: 18%; Epigenetic derep: 1.7%; NPSR antag: -10%[46.1 µM]; IMPase Li cell: -1%[38.3 µM]; Luc counter: 0%; SMN2 splice enh: -15%; KDM4E inh: 8%

> COC(=O)c1ccc(-c2noc(CN(C)CC3CCCCO3)n2)cc1 (stereo not given)
  RECQ1 helicase: i; GoLoco inh red: 3%; Epigenetic derep: -4.9%; NPSR antag: 9%; IMPase Li cell: 9%; Luc counter: 2%; SMN2 splice enh: 10µM*; KDM4E inh: -2%

> N/C(=N\OC(=O)COc1ccc(Cl)cc1Cl)c1ccncc1
  RECQ1 helicase: -8%; GoLoco inh red: 5%; Epigenetic derep: -5.7%; NPSR antag: 5%; IMPase Li cell: 12%; Luc counter: -3%; SMN2 splice enh: .; KDM4E inh: 4%

> COc1ccc(CN2C(=O)NC3(CCCCC3)C2=O)cc1F
  RECQ1 helicase: -5%; GoLoco inh red: -8%; Epigenetic derep: 1.0%; NPSR antag: -15%[46.1 µM]; IMPase Li cell: 11%[38.3 µM]; Luc counter: 19%; SMN2 splice enh: -5%; KDM4E inh: -2%

Compound activity (PubChem BioAssay)
